cardiac RTF act = cardiac RTF calcium sensitivity activators, primary screen, biochemical, IANBD-TnC fluorescence, EC20 calcium; IANBD-labeled TnC RTF fluorescence at EC20 calcium; 0% EC20 calcium, 100% full calcium; AID 493008, 2010; 340,000 compounds, 0.24% hits; activation, % at 7.2 µM; Troponin I, cardiac muscle (Homo sapiens) + Troponin T, cardiac muscle (Homo sapiens) + …;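 active means activation above the mean over all tested compounds plus 3 SD, cut at about 30% in these data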;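 further: rise in fluorescence read as greater calcium sensitivity of cardiac thin filaments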
V-ATPase pH = regulators of yeast V-ATPase proton pumping, primary screen, pHLuorin cytosolic pH fluorescence; 350,000 compounds, 0.37% hits; response, % at 10 µM; S. cerevisiae; in the data active means response mostly above about 7.3%, no sharp cut-off; inactive means mostly below about 5.4%; further: actives read high; inactives centre near 0; some compounds called inactive have numbers as strong as hits
CAL PDZ FP-1 = CAL PDZ peptide-binding inhibitors, primary screen, biochemical, fluorescence polarization, Cer-tagged CAL PDZ, HTS | purified CAL PDZ, TMR-peptide fluorescence polarization, 1 h | inhibition, % at 20 µM | AID 504414, 2011 | 330,000 compounds, 0.02% hits;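 active means highest replicate inhibition of at least 40%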;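 further: plate controls were DMSO neutral control wells for no effect and unlabeled competitor peptide control wells for full effect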
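Read-out basis: mP drop reported as inhibition | Assay system: Tagged CAL PDZ protein CerCALP, purified | Benchmarks: Unlabelled peptide for full inhibition, DMSO wells as neutral | Schedule: 1 h incubation at room temperature before polarization reading | Buffer or medium: Sodium phosphate/NaCl buffer pH 7.4 with TCEP, IgG, Thesit | Doses: Single point, 20 µM | Measured by: Fluorescence polarization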
dFosB act = activators of delta FosB homodimer, primary screen, biochemical, fluorescence polarization, TAMRA-CDK5 oligo, single point. purified delta FosB; percent of positive-control signal above neutral wells. activation, % at 25 µM. 340,000 compounds, 0.99% hits. AID 493131, 2011;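 active means mean activation above about 17%, with every replicate also reaching it, limit read from the data, passing the limit was not always enough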;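 further: fluorescence polarization rise as delta FosB binds a TAMRA Cdk5 AP-1 oligo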
Target sequence (P13346 whole entry, looked up): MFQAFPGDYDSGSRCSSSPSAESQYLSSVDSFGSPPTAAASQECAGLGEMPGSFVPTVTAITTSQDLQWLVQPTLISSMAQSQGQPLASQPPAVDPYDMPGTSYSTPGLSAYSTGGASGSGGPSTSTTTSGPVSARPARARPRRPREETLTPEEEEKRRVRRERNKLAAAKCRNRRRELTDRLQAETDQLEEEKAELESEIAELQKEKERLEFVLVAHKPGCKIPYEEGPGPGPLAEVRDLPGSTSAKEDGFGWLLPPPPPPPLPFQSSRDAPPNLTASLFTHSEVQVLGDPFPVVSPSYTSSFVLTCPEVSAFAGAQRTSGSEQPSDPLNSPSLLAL
Rtt109 Vps75 = inhibitors of C. albicans Rtt109/Vps75 HAT, primary screen, biochemical, ThioGlo CoA-SH fluorescence, plate reader; Histone acetyltransferase RTT109 (Candida albicans (strain SC5314 / ATCC MYA-2876)), …; purified Rtt109/Vps75, 4 h; inhibition, % at 34.9 µM; 330,000 compounds, 0.16% hits;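 active means inhibition of at least 50% in every replicate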
Target sequence (Q5AAJ8 whole entry, looked up): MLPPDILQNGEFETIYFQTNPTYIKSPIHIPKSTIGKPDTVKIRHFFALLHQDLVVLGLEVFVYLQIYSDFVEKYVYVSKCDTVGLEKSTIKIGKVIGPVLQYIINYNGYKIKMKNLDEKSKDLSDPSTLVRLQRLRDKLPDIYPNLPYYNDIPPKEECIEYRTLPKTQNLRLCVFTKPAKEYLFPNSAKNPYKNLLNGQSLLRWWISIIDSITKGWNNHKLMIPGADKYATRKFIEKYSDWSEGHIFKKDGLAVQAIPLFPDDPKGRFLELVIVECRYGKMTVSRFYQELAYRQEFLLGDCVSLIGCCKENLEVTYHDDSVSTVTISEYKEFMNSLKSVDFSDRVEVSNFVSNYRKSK
MITF TRPM1 HTS = activators of MITF-driven TRPM1 promoter reporter, primary screen, cell-based, SK-MEL-5, luciferase, single point; SK-MEL-5 TRPM1-promoter luciferase, 24 h; % of positive control, neutral wells = 0; activation, % at 12.5 µM; 300,000 compounds, 0.75% hits; AID 588334, 2011;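 active means mean activation of at least 80% with every replicate also reaching 80%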;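 further: 0% = neutral control wells and 100% = parthenolide positive control wells; values of inactives mirror those of a sister screen read the other way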
Wnt bcat act = Wnt/beta-catenin pathway activators, primary screen, cell-based, plate reader, single point. Wnt/beta-catenin reporter cell assay, activator. activation, % at 9.35 µM. 300,000 compounds, 1.2% hits. AID 743398, 2014; in the data active means activation above about 30%, passing the limit was not always enough;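 further: 0% = neutral control wells and 100% = positive control wells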
Tat transport = E. coli Tat export inhibitors, primary screen, MC4100, TorA-mCherry reporter, fluorescence, single point; inhibition, % at 10 µM; 340,000 compounds, 0.036% hits;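 active means mean replicate inhibition at least 50% and at least half of replicates individually reaching 50%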;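 further: exported cargo escapes ClpAP degradation while cytoplasmic cargo is degraded and loses fluorescence; 0% = median of neutral control wells and 100% = median of NaSCN control wells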
CDK5 p35 inh = inhibitors of human CDK5/p35 kinase, primary screen, biochemical, single concentration; Cyclin-dependent kinase 5 (Homo sapiens) + Cyclin-dependent kinase 5 activator 1 (Homo …; Recombinant CDK5/p35, ADP-Glo luminescence, 60 min; inhibition, % at 10 µM; 330,000 compounds, 0.01% hits;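 active means highest replicate inhibition of at least 50% and at least 75% of replicates reaching 50%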;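 further: plate controls were DMSO neutral control for no effect and GW8510 at 10 µM for full effect; many of its hits are not listed in these tables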
CAL PDZ FP-2 = untagged CAL PDZ binding inhibitors, primary screen, biochemical, fluorescence polarization, HTS; 300,000 compounds, 0.92% hits; inhibition, % at 24.9 µM; Golgi-associated PDZ and coiled-coil motif-containing protein (Homo sapiens), Q9HD26; AID 602252, 2012; purified CAL PDZ, TMR-peptide fluorescence polarization, 1 h;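 active means mean inhibition of at least 30% with at least half of replicates also reaching 30%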;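 further: 0% = DMSO neutral control and 100% = excess unlabeled competitor peptide PRC23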
* hit, by the source's call; . = not tested or not shown.

Molecule	cardiac RTF act	V-ATPase pH	CAL PDZ FP-1	dFosB act	Rtt109 Vps75	MITF TRPM1 HTS	Wnt bcat act	Tat transport	CDK5 p35 inh	CAL PDZ FP-2
O=C(CCNC(=O)c1ccccc1Cl)NCC12CC3CC(CC(C3)C1)C2	-1	-3	-0.8	10	-5	14	.	-5	0.8	-3
Cn1c(C(=O)NCC2CCCO2)cc2oc3ccccc3c21 (stereo unspecified)	8	-2	-1.4	-7	6	61	.	3	0.0	-3
CCOC(=O)COc1cnc2ccccc2n1	-6	0	-1.2	2	0	8	-10	-3	0.1	-3
COc1ccc(NC(=O)CSC2=NN3CCCC(=O)N=C3S2)c(OC)c1	-2	3	-1.0	2	5	-16	0	3	1.0	5
Cc1ccc(S(=O)(=O)NC(=O)Nc2ncc3c(n2)CC(c2ccco2)CC3=O)cc1 (stereo unspecified)	-5	0	-0.2	-2	6	-5	0	-8	-0.7	3
CCc1nc(Nc2ccc(OC)c(OC)c2)c2nnn(Cc3ccccc3Cl)c2n1	-4	0	-0.9	-5	-3	-69	-10	4	1.0	-3
Cc1ccc(/C=C/C(=O)Nc2nn[nH]n2)o1	6	1	-2.1	4	11	7	0	8	-1.0	-1
c1ccc2nc(-c3nc4ccccc4o3)ccc2c1	-2	-3	-3.6	-44	-1	-51	3	-13	7.9	.
CCOC(=O)C1(CCOc2ccccc2)CCN(Cc2cc(OC)ccc2OC)CC1	-7	-2	14	-8	1	.	-2	17	-1.3	-8
COc1ccccc1NC(=O)CN1CCN(CC(=O)Nc2ccc(S(N)(=O)=O)cc2)CC1	3	-1	0.3	8	0	9	-3	2	-0.3	-8
CC(C)CSc1ccc(S(=O)(=O)NCC(=O)O)cc1[N+](=O)[O-]	3	1	-3.5	-3	-5	-8	-2	-5	-0.7	3
CC(=O)c1cnc2cc(C)nn2c1C	1	3	-0.2	-5	-7	-5	.	1	1.5	-1
Cc1cc(=O)nc2c3ccccc3n(CC(=O)Nc3ccccc3Br)n12	4	4	0.2	-10	4	-13	-3	-10	-0.6	-5
COC(=O)c1cc2sccc2n1CC(=O)Nc1ccc(OC)c(OC)c1OC	0	2	-0.6	2	0	-2	.	-3	1.4	-8
O=C(NCCC1=CCCCC1)c1cc(S(=O)(=O)N2CCOCC2)ccc1F	-5	5	-2.3	-3	0	4	-3	6	0.9	-2
Cc1cccc(OCCCC(=O)NCC(=O)Nc2cccc(C)c2C)c1	5	-2	-2.3	-5	5	1	-2	-3	1.1	-4
CCO[C@@H]1OC(C(=O)NC2CC2)=C[C@H](c2coc3ccccc3c2=O)[C@H]1CCCO	-4	1	0.1	-10	8	3	-1	2	2.6	7
C[C@H](CO)N1C[C@H](C)[C@@H](CN(C)C(=O)NC2CCCCC2)Oc2c(cccc2N(C)C)C1=O	9	-3	-0.3	-6	-4	4	3	13	-5.0	-3
CCN1CCN(c2ccc(NC(=O)c3cccc(OCc4ccccc4)c3)cc2)CC1	1	4	-0.7	-3	-11	.	1	-2	-4.0	-3
Oc1cc(O)c2c(c1)OC(c1ccc(O)c(O)c1)C(O)C2 (stereo unspecified)	0	-2	-0.7	3	7	-6	-4	15	-0.1	1
O=C(N/N=C/C=C/c1ccc(Br)cc1)C(O)c1ccccc1 (stereo unspecified)	0	1	-1.1	-2	1	-2	-2	-5	-1.1	-3
CC(C)NC(=O)COC(=O)c1cccc(NS(=O)(=O)/C=C/c2ccccc2)c1	2	1	-2.4	-4	0	5	-2	-2	-0.7	0
O=C(Nc1ccc(-c2nnn(CC(=O)N3CCN(C(=O)c4ccco4)CC3)n2)cc1)c1ccc(F)cc1	5	-1	-0.9	35*	10	6	13	-7	1.8	-4
COc1ccc(NC(=O)Cn2c(CCC(=O)O)ccc2-c2ccc(C)cc2)cc1	3	-2	-1.7	-7	2	-3	-3	-7	-0.9	0
CC(=O)c1c(-c2ccccc2)c2cc(Cl)ccc2n(C)c1=O	5	-1	-2.0	-10	-10	-2	2	4	-1.0	.
CC1CN(CC(O)COc2ccc(C(C)C)cc2)CC(C)O1 (stereo unspecified)	5	8.8*	.	-11	1	-6	.	0	0.3	-4
CCN(CC)S(=O)(=O)c1ccc2c(c1)nc(CCC(=O)OCC(=O)Nc1cc(Cl)cc(Cl)c1)n2C	0	10	-0.7	-20	-1	10	.	8	0.3	.
CCOc1ccccc1NC(=O)C(CC(C)C)NC(=O)C1CCCCC1 (stereo unspecified)	-1	-3	-0.3	0	-4	0	.	3	-1.5	1
C=CCc1cc(OC)ccc1OCCOCCN1CCc2ccccc2C1	0	3	-1.9	-2	17	-17	-2	-1	-2.5	-2
N#C/C(=C\c1ccc(O)c(O)c1)C(=O)Nc1cccc2ncccc12	-4	-4	-0.9	-9	-5	-9	-4	5	8.3	-1
Cc1ccc(NC(=O)/C(=C\c2ccccc2)NC(=O)/C=C/c2ccccc2)cc1	-1	5	-0.6	5	21	.	10	-1	-0.4	-1
O=C(c1cccn(Cc2ccc(C(F)(F)F)cc2)c1=O)N1CCOCC1	0	0	0.3	-4	8	9	0	1	-0.7	7
O=c1[nH]n(CC2COC3(CCCCC3)O2)c(=O)c2ccccc12 (stereo unspecified)	7	-3	-2.4	-4	.	52	4	-5	0.5	5
N#CCn1nnc(-c2ccc3c(c2)OCO3)n1	4	6	0.0	-9	-7	.	6	0	1.6	0
COc1ccc2sc(-c3ccc(S(C)(=O)=O)cc3)c(-c3ccc4c(c3)OCCO4)c2c1	-2	4	-0.2	-6	1	10	2	0	-1.1	0
COc1ccc(C(C(=O)NCC2CCCO2)N(Cc2ccccc2)C(=O)CNC(=O)c2ccco2)cc1OC (stereo unspecified)	2	3	-1.4	-7	5	.	-2	-1	-0.3	11
Cc1cc2ccccc2cc1CN1CCCCC1	4	2	0.5	3	-1	.	1	4	-0.5	-6
C=CCn1c(SCC(=O)NC23CC4CC(CC(C4)C2)C3)nc2cc(C(=O)O)ccc2c1=O	-3	2	-2.5	-10	-1	-4	-1	-8	-2.8	-7
COc1ccc(NC(=O)C/C(C)=N/NC(=O)C(=O)NC(C)C)c(OC)c1	6	-1	-1.4	-8	0	-8	-6	-11	2.0	-1
CCNC(=S)Nc1sc2c(c1C#N)CCC(C)C2 (stereo unspecified)	-8	0	-0.8	-5	5	.	12	15	1.8	-6
O=C(NCc1ccccc1)C(c1ccncc1)N(C(=O)c1csnn1)c1cccc(F)c1 (stereo unspecified)	-4	1	-0.2	-7	-6	1	0	-3	1.0	.
O=C(CCc1nc(-c2ccc(Cl)cc2)no1)OCc1ccc(Br)cc1	0	2	-1.8	4	-9	13	.	0	-0.7	-6
Cc1cc2nc3c(c(C(F)(F)F)n2n1)CCCC3	14	4	-0.5	-1	-5	-6	0	29	-3.9	1
COc1ccc(CCN=C(N)NS(=O)(=O)c2ccc(C)c(C)c2)cc1	1	3	-1.8	-5	19	10	-3	-4	1.1	0
COc1ccc(C(C(=O)NCc2ccccc2)N(Cc2ccco2)C(=O)c2cnccn2)cc1 (stereo unspecified)	-4	-3	-1.9	-8	-1	4	-2	-1	0.2	-3
COC(=O)CC1SC(=O)NC1=Nc1ccc(O)cc1 (stereo unspecified)	-4	-4	0.3	6	-3	-8	.	-6	1.0	-3
Cc1ccc(C2=Nc3ccc(Br)cc3C(c3ccncc3)=NN2)cc1	0	3	-2.3	2	-5	17	6	-2	0.2	1
Cc1cc(C)c(OCCCON2C(=O)CCC2=O)c(Br)c1	2	0	-1.0	2	2	-4	3	-3	1.0	-6
O=C(CN1CCN(Cc2ccc(Cl)cc2)CC1)N1CCc2ccccc21	-4	2	-0.7	-10	8	-4	-2	-2	-1.0	2
COc1ccc(Cl)cc1C(=O)Nn1cnnc1	-3	2	-0.6	-1	-2	.	1	-1	-0.8	-2

Following part
Molecule	cardiac RTF act	V-ATPase pH	CAL PDZ FP-1	dFosB act	Rtt109 Vps75	MITF TRPM1 HTS	Wnt bcat act	Tat transport	CDK5 p35 inh	CAL PDZ FP-2
COc1ccc(N2C(=O)NC(NS(=O)(=O)c3ccc(Cl)cc3)(C(F)(F)F)C2=O)cc1 (stereo unspecified)	-2	0	-1.3	9	-6	-5	-2	-3	-0.1	-1
CCCN1C(=O)CN(C2CCCCCC2)C(=O)C1c1ccc(C)cc1 (stereo unspecified)	2	-1	-2.6	-10	2	-5	.	-2	-2.7	.
CC(NC(=O)C(c1ccccc1)c1ccccc1)c1ccc(S(N)(=O)=O)cc1 (stereo unspecified)	-3	8	-1.5	-1	4	2	0	0	0.5	-3
COc1ccc(Nc2nnc(C)c3ccccc23)cc1C(N)=O	1	0	-1.7	2	6	3	.	-5	-0.3	-2
Cc1ccc(OCC(=O)N(C)CCc2ccccn2)cc1	-1	-2	-0.9	-1	-5	7	.	2	-0.1	-2
CCn1c(=O)c(=O)[nH]c2c(=O)oc3ccc(S(=O)(=O)Nc4ccccc4)cc3c21	9	3	-3.0	-5	1	5	-1	0	0.2	1
CC(=O)Nc1ccc(S(=O)(=O)Oc2ccccc2N2CCCCC2)cc1	6	10	-0.3	7	-3	.	1	15	1.5	-2
O=[N+]([O-])c1ccc(N2CCc3ccccc3C2)cc1	4	1	0.1	-4	-2	.	2	-13	0.9	1
COc1ccc(CNC(=O)c2cccc(S(=O)(=O)N3CCCCC3)c2)cc1OC	-1	0	-0.5	-12	12	-13	-3	6	-0.5	-4
COc1ccccc1C(=O)COC(=O)C1CCN(S(=O)(=O)c2ccc(C)c(C)c2)CC1	-2	-18	0.7	-7	2	4	-3	4	-1.4	.
CCOc1ccc(OCCC(=O)N(CCC(C)C)c2c(N)n(Cc3ccccc3)c(=O)[nH]c2=O)cc1	-26	2	-4.7	2	4	-8	-4	-7	3.2	-4
COc1ccccc1CCC(=O)NNC(=O)c1cccs1	1	-1	-1.0	0	1	6	-5	1	-3.4	-8
COc1ccc(C(=O)N2CCc3ccccc32)cc1	7	0	.	-9	2	.	6	-11	-0.8	0
COc1cc(NC2c3ccccc3C(=O)N2c2ccc(C)cn2)cc(OC)c1OC (stereo unspecified)	4	-1	-0.1	-9	-3	.	28	4	-2.8	0
